TLR9-MyD88 inh: inhibitors of TLR9-MyD88 association in cells, primary screen, cell-based, CHO, BLA complementation, fluorescence; Toll-like receptor 9 (Homo sapiens) + Myeloid differentiation primary response protein …; CCF4 FRET ratio; inhibition, % at 4.98 µM; 340,000 tested, 0.21% active; AID 504734, 2011;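 active = inhibition above the mean over all tested compounds plus 3 SD, cut at about 21% in these data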;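 note: 0% = DMSO only wells and 100% = clavulanate BLA inhibitor control wells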
NCOA2 inhibitor: inhibition of GAL4-SRC2 driven luciferase reporter, primary screen, SRC2 inhibitor project, cell-based, luminescence. 370,000 tested, 0.17% active. AID 651957, 2012. HEK293 GAL4-SRC2 luciferase reporter. Nuclear receptor coactivator 2 (Homo sapiens), Q15596. inhibition, % at 9 µM;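 active = inhibition above the mean inhibition of all tested compounds plus 3 SD, set per campaign, cut at about 52% in these data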;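 note: 0% = DMSO treated cells and 100% = cells given Gossypol at 36 µM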
MC4R barr agon: MC4R agonists recruiting beta-arrestin, primary screen, cell-based, luminescence, agonist arm of biased-ligand search. U2OS MC4R beta-arrestin complementation; percent of melanotan II response, DMSO zero. AID 540308, 2011. Melanocortin receptor 4 (Homo sapiens), P32245. activation, % at 8.9 µM. 360,000 tested, 0.98% active;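 active = activation above a per-plate cutoff, the mean activation of sample wells on that plate plus 3 SD, cut at about 8% in these data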
ABCB6 inh MLPCN: ABCB6 transporter inhibitors, primary screen, K562-ABCB6 cells, flow cytometry, MLPCN library | ATP-binding cassette sub-family B member 6 (Homo sapiens), Q9NP58 | K562-ABCB6 porphyrin accumulation, 1 h; active compounds read low | fluorescence ratio to DMSO, % at 10 µM | 360,000 tested, 0.19% active;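 active = fluorescence ratio to DMSO below 75%, the collection mean minus 3 SD; inconclusive = too few cells collected in the well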;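 note: signal is porphyrin accumulated inside mitochondria; 100% equals median channel fluorescence of DMSO control wells; lower ratio means ABCB6 inhibition with less porphyrin fluorescence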
MC4R antag cAMP: MC4R antagonists of cAMP signaling, primary screen, cell-based, TR-FRET, antagonist arm of biased-ligand search; Melanocortin receptor 4 (Homo sapiens), P32245; MC4R-expressing cells, MTII-stimulated cAMP, LANCE TR-FRET; inhibition, % at 6.5 µM; 360,000 tested, 0.48% active;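 active = inhibition above its plate's cutoff, the mean of tested wells on that plate plus 3 SD, cut at about 29% in these data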;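 note: 0% = Melanotan II alone and 100% = Melanotan II plus saturating MCL0020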
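material = U2OS cells stably expressing human melanocortin 4 receptor (MC4R) | also added = Melanotan II challenge | dosing = single nominal compound dose of 6.5 µM | detection = TR-FRET with Eu-cAMP and labeled anti-cAMP, 671 nm | replication = singlicate | timing = compound 30 min, challenge 1 h, detection 1 h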
NOD2-RIPK2 inh: NOD2-RIPK2 binding disruptors in cells, primary screen, fluorescence, CHO cells, BLA complementation; CCF4 ratio; inhibition, % at 4.98 µM; 360,000 tested, 0.38% active; in the data active = inhibition above about 21%;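 note: 0% = vehicle only and 100% = reference blocker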
Cardio protect: cardioprotection against H2O2-induced cell death, primary screen, uHTS, H9c2 cells, ATPLite luminescence. H9c2 cardiomyocytes, H2O2 injury protection, 2 h. protection from H2O2 cell death, % at 20 µM. 360,000 tested, 0.63% active;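 active = compounds giving at least 50% protection of heart cells from peroxide-induced death in the single-dose screen, raw or plate-pattern-corrected value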;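 note: 0% = DMSO wells with peroxide and 100% = DMSO wells without peroxide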
N-glyco inh: increase of ERlucT glycosylation luciferase signal, primary screen, N-linked glycosylation inhibitor project, D54 ERlucT cells, luminescence, set 2; reporter increase, % at 12.5 µM; AID 588692, 2011; D54 ERlucT glycosylation luciferase reporter, 24 h; percent of 100 nM tunicamycin response; 360,000 tested, 0.23% active;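 active = mean luciferase reporter signal, scaled so untreated is 0 and the glycosylation-blocking control 100, at or above a set limit in every replicate; inconclusive = mean reaches the limit but not every replicate does; inactive = mean below the limit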;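 note: luciferase carries N-glycosylation sites so blocking glycosylation raises the light; 0% = median of neutral control wells and 100% = median of 100 nM tunicamycin wells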
ABHD5-PLIN5 inh: ABHD5-PLIN5 interaction inhibitors, primary screen, cell lysate, split luciferase complementation, luminescence. Split G. princeps luciferase complementation, 4 h. 360,000 tested, 0.78% active. inhibition, % at 4 µM. Perilipin-5 (Homo sapiens) + 1-acylglycerol-3-phosphate O-acyltransferase ABHD5 (Homo …;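 active = inhibition above the mean inhibition across every tested compound plus 3 SD, cut at about 22% in these data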;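 note: 0% = DMSO only wells and the 100% control is not disclosed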
Target sequence (Q00G26 whole entry, looked up): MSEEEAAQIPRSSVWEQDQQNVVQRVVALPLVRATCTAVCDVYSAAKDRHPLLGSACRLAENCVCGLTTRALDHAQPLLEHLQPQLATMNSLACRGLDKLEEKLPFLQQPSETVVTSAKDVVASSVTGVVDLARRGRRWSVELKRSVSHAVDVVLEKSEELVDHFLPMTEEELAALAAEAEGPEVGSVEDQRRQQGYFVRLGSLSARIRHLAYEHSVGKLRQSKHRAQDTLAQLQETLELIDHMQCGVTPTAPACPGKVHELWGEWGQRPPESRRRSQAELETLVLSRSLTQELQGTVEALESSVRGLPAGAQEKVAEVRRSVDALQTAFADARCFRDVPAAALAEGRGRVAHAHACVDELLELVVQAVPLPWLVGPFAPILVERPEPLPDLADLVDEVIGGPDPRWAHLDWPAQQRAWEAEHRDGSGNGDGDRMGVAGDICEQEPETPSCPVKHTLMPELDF
Target sequence (Q8WTS1 whole entry, looked up): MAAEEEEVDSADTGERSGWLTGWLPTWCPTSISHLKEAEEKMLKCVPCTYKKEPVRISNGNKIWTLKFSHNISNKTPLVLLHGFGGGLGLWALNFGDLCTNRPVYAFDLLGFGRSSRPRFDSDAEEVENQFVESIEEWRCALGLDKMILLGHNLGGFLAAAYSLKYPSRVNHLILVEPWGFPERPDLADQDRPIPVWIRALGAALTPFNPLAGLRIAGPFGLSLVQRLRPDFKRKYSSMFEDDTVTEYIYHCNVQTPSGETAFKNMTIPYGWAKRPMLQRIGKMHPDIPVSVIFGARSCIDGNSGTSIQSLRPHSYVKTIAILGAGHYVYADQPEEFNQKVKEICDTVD
m5-HT2A agonist: mouse Htr2a agonists via beta-arrestin recruitment, primary screen, cell-based, luminescence | 5-hydroxytryptamine receptor 2A (Mus musculus), P35363 | CHO-K1 mHTR2A beta-arrestin complementation; percent of 30 µM serotonin response | activation, % at 7.6 µM | 360,000 tested, 0.66% active;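 active = activation above a run cutoff, the mean activation of all tested compounds plus 3 SD, cut at about 14% in these data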;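 note: 0% = plate median of compound wells and 100% = 30 µM serotonin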
Starred values were filed as active, the others as inactive; ? = inconclusive; / = no result given. The list is partial (hit frequency here may not be typical).

SMILES	TLR9-MyD88 inh	NCOA2 inhibitor	MC4R barr agon	ABCB6 inh MLPCN	MC4R antag cAMP	NOD2-RIPK2 inh	Cardio protect	N-glyco inh	ABHD5-PLIN5 inh	m5-HT2A agonist
Cc1nc2sccn2c(=O)c1S(=O)(=O)N1CCN(c2ccccc2F)CC1	/	22	0.7	100	11	7	1	0	-8	-3
CS(=O)(=O)N(CC(=O)Nc1ccccc1)Cc1ccc(Cl)cc1	5	11	-3.5	96	0	2	2	-2	3	-2
COc1cccc(NC(=S)N2CCN(Cc3ccccc3)CC2)c1	1	1	-0.3	98	11	-4	3	0	-1	-3
CCN(Cc1ccccc1)S(=O)(=O)c1c(C(=O)N2CCCC2)c(C)n(C)c1C	-1	13	-2.5	99	-1	0	1	1	-11	1
CC1CCCC(C)N1C(=O)COC(=O)CCC(=O)c1cccs1 (stereo not given)	-11	-15	0.9	96	3	-4	0	0	-1	-2
CC1CCC(NC(=O)CCNC(=O)c2ccccc2)CC1 (stereo not given)	-9	6	2.2	102	9	-10	-2	-2	4	1
OCCCn1c(C2CCCN2c2nc(-c3ccc(Cl)cc3)cs2)nc2cc(Cl)c(Cl)cc21 (stereo not given)	-8	6	-1.2	94	2	-3	-3	-2	-2	-1
N/C(=N\OC(=O)CCCN1C(=O)c2ccccc2C1=O)c1ccc(Br)cc1	8	2	-1.5	104	0	2	-4	0	-2	-2
COc1cc(NC(=O)c2ccc(COc3ccccc3Br)o2)cc(OC)c1OC	3	16	0.4	95	8	-13	12	1	2	3
CCCCCCCN1N=C(C)C(C(=O)c2ccccc2)C1=O (stereo not given)	5	14	-1.3	95	3	-1	16	-1	-4	0
Cc1cc(Cl)ccc1OCC(=O)N[C@@H](Cc1ccccc1)c1nc2ccccc2[nH]1	1	5	13*	97	4	-10	-5	7	4	4
Cc1sc2nc(CN3CCOCC3)nc(N3CCN(S(=O)(=O)c4ccccc4)CC3)c2c1C	4	-6	-0.1	95	6	5	18	-3	-8	-3
CCN1C(=O)[C@H]2[C@@H](c3ccc(-c4ccc(Cl)c(Cl)c4)cc3)N[C@@](C)(C(=O)OC)[C@H]2C1=O	-12	-19	0.2	92	6	-5	2	1	0	-3
CCOc1ccccc1N(CC(=O)NCc1ccccc1)C(=O)CCC(=O)Nc1cc(C)ccn1	4	0	-1.7	92	0	-1	-1	1	3	1
COc1ccc2c(c1)C1CC(C)(NC(=O)C1C(=O)c1ccccc1)O2 (stereo not given)	-9	16	1.7	104	10	-1	2	0	-1	-1
CSCCC(C)N1CCC(Oc2ccc(C(=O)N3CCCC3)cc2)CC1 (stereo not given)	-10	4	-4.2	102	10	-2	3	-2	3	7
O=C(Cn1cnc2c(nnn2Cc2ccc(F)cc2)c1=O)N1CCN(c2ccccc2)CC1	4	17	-0.1	102	6	-3	-2	2	4	3
Cn1cnnc1SCC(=O)NN(c1ccccc1)c1ccccc1	0	-14	-1.6	98	8	-4	1	4	5	0
NCc1oc(-c2ccccc2)cc1C(=O)O	-10	-4	-0.3	104	-5	-8	5	1	5	3
Cc1nc2ccccc2c(=O)n1Cc1ccco1	/	18	-1.0	98	5	-4	6	1	-1	4
COC(=O)Cc1ccc(NC(=S)NCc2cccc(OC)c2)cc1	-9	-15	-2.3	85	8	-3	2	-2	-5	3
O=C(NCCCN1CCOCC1)c1sc2cc(Cl)ccc2c1Cl	3	-13	1.1	95	-2	-10	4	1	5	-2
COC(=O)c1ccc(NC(=S)NCCC2=CCCCC2)cc1	1	-6	4.6	98	-4	-4	-20	-1	-8	0
COc1ccccc1Nc1nc(N)nc(CN(C)C2CCCCC2)n1	-4	-49	-0.8	100	-2	11	13	/	0	-6
CC(=O)OCC(=O)C1(O)CCC2C3CC(C)C4=CC(=O)C=CC4(C)C3(F)C(O)CC21C (stereo not given)	-3	4	-0.8	100	3	3	-1	5	-4	-2

The list goes on:
SMILES	TLR9-MyD88 inh	NCOA2 inhibitor	MC4R barr agon	ABCB6 inh MLPCN	MC4R antag cAMP	NOD2-RIPK2 inh	Cardio protect	N-glyco inh	ABHD5-PLIN5 inh	m5-HT2A agonist
O=c1[nH]c([N+](=O)[O-])nn1C(c1ccccc1)c1ccccc1	-8	-19	-2.4	102	0	2	1	0	3	-7
CCC(Sc1nc(-c2ccccc2)c(C#N)c(=O)[nH]1)C(=O)Nc1cc(C)on1 (stereo not given)	2	-17	-0.9	101	20	-9	-4	-2	1	3
O=C(NCCCCNC(=O)c1cccs1)c1cccs1	-5	19	1.0	93	9	-4	4	0	5	-3
O=C(c1ccccc1)c1ccc(N2CCOCC2)c(F)c1	5	-46	-1.3	98	0	-3	-6	-3	-6	3
O=C(CSc1nncs1)Nc1ccc(S(=O)(=O)N2CCCC2)cc1	0	-14	-1.9	99	7	-9	0	1	0	1
O=C(CN1CCN(C(=O)c2ccco2)CC1)Nc1cc(Cl)ccc1Cl	-2	15	-1.1	90	2	-1	-5	3	3	-4
Cc1occc1C(=O)NC(C)C1CCCO1 (stereo not given)	7	10	-0.8	99	9	4	0	-2	-1	2
COc1ccccc1NC(=O)N1CCN(C(=O)c2ccco2)CC1	6	-3	-2.2	97	6	-7	5	1	-1	-8
c1ccc(-c2nnc(-c3ccccn3)c(-c3ccccn3)n2)nc1	/	-35	-0.1	98	20	-1	-1	2	-2	0
CCCC(=O)Nc1ccc(NC(=O)c2ccccc2)nc1	-3	-120	0.2	96	-1	-14	-15	-15	10	2
CCOC(=O)Nc1ccc(C(N)=O)cc1	9	-2	-1.4	98	5	-1	4	1	-3	-1
Cc1oc2cc(OCC(=O)O)ccc2c(=O)c1Oc1ccccc1	3	-11	-0.6	101	8	8	-2	2	2	1
Cc1[nH]c2ccccc2c1Cc1nnc(SCC(N)=O)o1	-5	24	-0.3	100	5	1	4	1	1	0
COc1ccc(N2CCN(CCCNC(=O)Nc3ccccc3)CC2)cc1	-6	7	-2.3	95	5	4	10	0	6	-3
O=C(CSC1=NS(=O)(=O)c2ccccc21)Nc1ccccc1	-5	-6	0.3	95	19	4	6	5	-30	-5
O=C1CC(N2CCN(c3cccc(C(F)(F)F)c3)CC2)C(=O)N1c1ccccc1F (stereo not given)	-6	4	1.9	99	9	-5	-6	1	1	5
CS(=O)(=O)c1cnc2c(-c3ccsc3)cnn2c1N	-5	-70	3.5	94	0	6	-3	2	4	7
Cc1nnc(SCC(=O)N(CC(C)C)c2c(N)n(CC(C)C)c(=O)[nH]c2=O)n1-c1ccccc1	0	-30	0.9	104	20	0	-2	1	-15	-2
CCCN1C(=O)C(=O)c2cc(C)ccc21	-3	21	-1.8	103	-14	11	1	?	-2	-8
OC(Cc1cccc(Br)c1)c1ncc(-c2cccc(C(F)(F)F)c2)[nH]1 (stereo not given)	/	-36	6.2	98	-6	14	-10	2	-7	-1
COc1ccccc1N(CC(=O)N1CCCC1)S(=O)(=O)c1ccc(C)cc1	5	9	-1.0	98	4	0	0	0	-3	2
Cc1cccc(NC(=O)c2cccc(S(=O)(=O)Nc3c(C)n(C)n(-c4ccccc4)c3=O)c2)c1	1	15	-0.9	95	6	-6	-6	10	0	-7
Fc1ccc(N2CCN(/C=C/c3nnnn3-c3ccccc3)CC2)cc1	-5	-16	-1.1	103	16	-1	10	1	-6	3
COC(=O)c1c(NC(=S)Nc2ccc(F)cc2[N+](=O)[O-])sc2c1CCCCC2	4	10	-2.8	97	-2	-21	-10	4	-4	2
OC(CNCCc1ccc(Cl)cc1)COc1cc(Cl)ccc1Cl (stereo not given)	3	-21	30*	98	7	12	-7	0	-4	-17

Continuation.
SMILES	TLR9-MyD88 inh	NCOA2 inhibitor	MC4R barr agon	ABCB6 inh MLPCN	MC4R antag cAMP	NOD2-RIPK2 inh	Cardio protect	N-glyco inh	ABHD5-PLIN5 inh	m5-HT2A agonist
COc1ccccc1NS(=O)(=O)c1cc(NC(=O)CNC(=O)c2cc(C)cc(C)c2)ccc1C	-2	6	-2.8	98	10	0	2	-2	2	-7
CC1(C)CC(=O)C(C=NCCN2CCN(CCc3ccccc3)CC2)=C(O)C1	-3	-27	-1.5	98	-4	-1	6	1	4	-7
COc1ccc(C(C(=O)NC2CCCCC2)N(C(=O)c2ccco2)c2ccc(-n3cnnn3)c(C)c2)cc1 (stereo not given)	-3	-2	-0.7	101	2	1	16	2	-2	2
Cc1ccccc1N1CCN(C2CCCN(C(=O)c3cc[n+]([O-])cc3)C2)CC1 (stereo not given)	-13	-13	-2.7	104	7	-23	7	1	-5	1
Cc1ccc2nc(Nc3ccc4[nH]c(=O)[nH]c4c3)c(-n3nc(C)cc3C)nc2c1	6	-28	34*	95	-4	-2	-20	-6	-5	-3
Cc1nnc(SCc2ccccc2Cl)n1CC1CCCO1 (stereo not given)	2	-26	-1.5	100	-1	3	2	0	-1	1
Cc1c(C#N)c2ccccc2n1CC(=O)N1CCCc2ccccc21	-10	-33	-0.5	98	-1	0	29	-2	-5	-2
Cc1cccc(OCC(=O)NCc2cc(C)nc3ccccc23)c1	8	1	-1.9	96	-4	-10	-9	-2	1	-6
COC(=O)[C@]1(C)CCC[C@@]2(C)C3CC[C@@]4(C)C[C@]3(CCC21)CC(=O)N4 (stereo not given in full)	-4	-8	-1.8	90	3	8	4	0	-6	4
COc1ccc(C(=O)NC(Nc2ccccc2)C(Cl)(Cl)Cl)cc1 (stereo not given)	-1	-10	-0.2	98	5	4	-18	-3	-2	5
C/C(CC(=O)Nc1ccccn1)=N\NC(=O)c1ccccc1O	-15	-35	-0.8	99	0	-13	12	2	8	-3
CCOc1ccc(C(=O)NC(=S)NCc2cccnc2)cc1[N+](=O)[O-]	2	-5	-1.4	97	-1	10	1	0	2	0
CN1CCN(C(=O)/C=C/c2cccc(Cl)c2)CC1	-6	6	-2.4	96	3	-1	-2	0	-2	-1
COc1ccc2nc(NC(=O)CN3C(=O)NC4(CCCCC4)C3=O)sc2c1	-6	-12	-0.1	103	5	2	-4	3	8	-1
O=C(Nc1ccc(N2CCCC2)cc1)c1ccc(Cl)cc1Cl	6	-7	-1.8	101	-1	-1	-4	-1	-2	-1

Assay outcomes (PubChem)
